ANO1 block = TMEM16A chloride channel inhibitors, primary screen, cell-based, HTS | Anoctamin-1 (Mus musculus), Q8BHY3 | HEK293 TMEM16A/YFP iodide influx fluorescence, ionomycin | normalized B-score (activity score, 25-100; higher = stronger inhibition) at 10 µM | 310,000 compounds, 1.2% hits;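 active = ratio plate-corrected score three or more library SD toward inhibition, starting fluorescence score within five deviations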;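 note: score derived from kinetic fluorescence span divided by baseline fluorescence per well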
Target sequence (Q8BHY3 whole entry, looked up): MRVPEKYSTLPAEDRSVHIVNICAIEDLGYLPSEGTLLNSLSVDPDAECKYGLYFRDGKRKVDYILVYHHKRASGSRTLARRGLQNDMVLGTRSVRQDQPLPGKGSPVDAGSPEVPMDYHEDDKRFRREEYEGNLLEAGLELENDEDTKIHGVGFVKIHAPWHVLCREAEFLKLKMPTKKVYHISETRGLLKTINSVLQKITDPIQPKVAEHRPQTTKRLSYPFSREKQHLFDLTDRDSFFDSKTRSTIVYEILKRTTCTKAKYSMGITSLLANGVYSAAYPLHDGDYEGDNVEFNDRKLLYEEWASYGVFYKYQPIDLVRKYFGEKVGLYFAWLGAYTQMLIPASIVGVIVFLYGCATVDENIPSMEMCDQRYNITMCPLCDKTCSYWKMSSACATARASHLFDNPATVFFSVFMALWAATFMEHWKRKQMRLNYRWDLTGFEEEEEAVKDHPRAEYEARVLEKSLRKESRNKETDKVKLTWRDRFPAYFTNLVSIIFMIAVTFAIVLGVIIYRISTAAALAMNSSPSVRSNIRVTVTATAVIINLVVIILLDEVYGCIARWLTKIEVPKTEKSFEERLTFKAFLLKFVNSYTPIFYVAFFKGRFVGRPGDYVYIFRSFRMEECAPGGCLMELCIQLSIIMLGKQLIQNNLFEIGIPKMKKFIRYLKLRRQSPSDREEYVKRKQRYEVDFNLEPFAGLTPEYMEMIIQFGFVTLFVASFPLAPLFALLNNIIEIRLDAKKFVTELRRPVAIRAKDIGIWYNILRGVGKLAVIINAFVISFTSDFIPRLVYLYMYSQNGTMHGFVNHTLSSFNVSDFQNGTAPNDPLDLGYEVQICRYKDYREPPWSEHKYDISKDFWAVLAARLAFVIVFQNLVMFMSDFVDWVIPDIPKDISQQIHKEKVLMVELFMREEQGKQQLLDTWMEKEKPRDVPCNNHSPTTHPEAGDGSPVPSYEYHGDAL
TRPC4 agonist = activators of mouse TRPC4 channel, primary screen, Fluo4 calcium, HEK293 TRPC4beta/mu-opioid cells. 310,000 compounds, 0.49% hits. AID 2237, 2010. Fluo4 calcium fluorescence; active compounds read high. B-score at 10 µM;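 active = B-score above 5 SD of library B-scores, and initial fluorescence ratio not above library mean plus 5 SD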;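 note: positive B-score marks a calcium rise read as TRPC4 activation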
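system = HEK293 cells stably co-expressing mouse TRPC4beta and mu-opioid receptor | schedule = Fluo4 dye loading 45 min at room temperature, 110 s recording | measure = B-scored integrated calcium fluorescence ratio | signal = Fluo4 calcium-sensitive dye fluorescence, kinetic, 1 Hz baseline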
MrgX1 agonist = agonists of human MrgX1 receptor, primary screen, HEK293 cells, Fluo-4 calcium flux | Fluo-4 calcium fluorescence, agonist mode; active compounds read high | B-score at 10 µM | 310,000 compounds, 0.44% hits | AID 588627, 2011;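 active = calcium response B-score plate-corrected fluorescence ratio at least 3 library SD, with starting fluorescence B-score inside 5 SD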
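Test system: HEK293 cells stably expressing human MrgX1 receptor; Input: fifteen thousand cells per well; Dosing: compound delivered in addition one of three; Schedule: overnight seeding, then 1 h dark dye loading; Technique: Fluo-4 NW calcium fluorescence; Measure: B-scored fluorescence response ratio; Controls: positive and negative controls per plate.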
TRPC6 inh = mouse TRPC6 channel inhibitors, primary screen, cell-based, HEK293, membrane potential dye; ACh-evoked depolarization; active compounds read low; B-score at 10 µM; 310,000 compounds, 1.1% hits;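 active = B-score under library mean minus 3 SD, initial fluorescence not abnormally high, positive integrated signal ratio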;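 note: B-score derived from integrated fluorescence ratio over the kinetic read; more negative B-score means stronger inhibition of depolarization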
MrgX1 allo act = positive allosteric modulators of MrgX1, primary screen, HEK293 cells, Fluo-4 calcium flux; Mas-related G-protein coupled receptor member X1 (Homo sapiens), Q96LB2; FDSS; active compounds read high; B-score at 10 µM; 310,000 compounds, 0.63% hits;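 active = plate-corrected calcium response at least 3 library SD above typical, normal starting fluorescence, not activating the receptor alone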;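 note: compound read alongside a low EC10 to EC30 dose of BAM8-22 agonist; peak minus trough fluorescence over baseline measured at the second addition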
TMEM16A act = TMEM16A chloride channel activators or potentiators, primary screen, cell-based, HTS. 340,000 compounds, 0.3% hits. HEK293 TMEM16A/YFP-H148Q/I152L, iodide quench fluorescence; active compounds read low. B-score at 10 µM. Anoctamin-1 (Mus musculus), Q8BHY3;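 active = fluorescence-ratio B-score plate-corrected deviation score at least 3 library SD below zero, with starting fluorescence score within 5 deviations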;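 note: channel opened by trigger with iodide after compound preincubation; score built on the fluorescence ratio of max minus min over baseline; more negative score means more quench and so TMEM16A activation or potentiation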
TRPC6 activator = mouse TRPC6 channel activators, primary screen, cell-based, HEK293, membrane potential dye; Short transient receptor potential channel 6 (Mus musculus), Q61143; HEK293-TRPC6 membrane potential dye fluorescence; active compounds read high; B-score at 10 µM; 310,000 compounds, 0.13% hits;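 active = B-score of the integrated fluorescence ratio above library mean plus 3 SD, and starting fluorescence ratio within library mean plus 5 SD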;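 note: higher score means more depolarization so channel activation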
TRPC4 potent = positive allosteric modulators of TRPC4, primary screen, cell-based, mouse TRPC4beta, HEK293 mu-opioid, Fluo-4 calcium; Short transient receptor potential channel 4 (Mus musculus), Q9QUQ5; DAMGO EC20, Fluo-4 Ca2+ flux; active compounds read high; B-score at 10 µM; 310,000 compounds, 0.42% hits; AID 2227, 2009;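 active = B-score of calcium response area above 5 SD of library B-scores, with initial fluorescence ratio within 5 SD of library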;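 note: B-score of integrated fluorescence ratio over time as area under calcium response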
MrgX1 antag = antagonists of human MrgX1 receptor, primary screen, HEK293 cells, Fluo-4 calcium flux | BAM8-22 antagonism; active compounds read low | Mas-related G-protein coupled receptor member X1 (Homo sapiens), Q96LB2 | AID 588676, 2011 | 310,000 compounds, 1.3% hits | B-score at 10 µM;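 active = calcium-response B-score plate-corrected more than 3 library SD below zero, starting fluorescence within 5 deviations, no agonist response on first addition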;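 note: peak minus trough fluorescence over baseline after final BAM8-22 challenge near maximal dose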
SKKanGAS inh = S. pyogenes SKKanGAS growth inhibitors in kanamycin, primary screen, streptokinase expression inhibitor project, SKKanGAS strain, BacTiter-Glo luminescence; inhibition, % at 7.5 µM; 300,000 compounds, 1.3% hits; 6 h; AID 1662, 2009;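 active = mean replicate score, as percent of positive control median, at least 50; inconclusive = mean below 50 but one replicate at or above 50; inactive = mean and every replicate below 50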;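 note: strain carries kanamycin resistance gene driven by streptokinase promoter and grows in 40 µg/ml kanamycin; loss of luminescence reflects streptokinase promoter inhibition or plain growth inhibition; 0% = median of DMSO wells and 100% = positive control at its reference dose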
TRPC4 inh = inhibitors of mouse TRPC4 channel, primary screen, Fluo4 calcium, HEK293 TRPC4beta/mu-opioid cells; Short transient receptor potential channel 4 (Mus musculus), Q9QUQ5; DAMGO-evoked Fluo4 calcium flux; active compounds read low; B-score at 10 µM; 300,000 compounds, 0.39% hits; AID 2247, 2010;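 active = B-score over 3 SD under the library average, no early fluorescence shift, positive overall ratio signal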
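Material: HEK293 cells with stable TRPC4beta plus mu-opioid receptor expression; probe or stimulus: DAMGO in two steps, submaximal then maximal; technique: Fluo4 calcium fluorescence by kinetic imaging, 5 s 1 Hz baseline; measure: integrated fluorescence ratio relative to baseline, converted to per-well B score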
An asterisk follows results filed as active; i = inactive; ? = inconclusive; / = no result given.

Compound | ANO1 block | TRPC6 inh | MrgX1 agonist | MrgX1 antag | SKKanGAS inh | TMEM16A act | TRPC4 agonist | TRPC6 activator | TRPC4 inh | TRPC4 potent | MrgX1 allo act
N/C(=N\OC(=O)CCc1ccccc1)c1cccc(Br)c1 | i | i | i | i | -2 | i | i | i | i | i | i
CC1CCc2c(sc(NC(=O)C3CCCO3)c2C#N)C1 (stereo unspecified) | i | i | i | i | -6 | i | i | i | i | i | i
N#CC1=C(N)N(c2ccccc2)C(c2ccco2)C1(C#N)C#N (stereo unspecified) | i | i | i | i | -15 | i | i | i | i | i | i
CC(=O)Nc1cc(-c2ccccc2)ccc1O | i | i | i | i | 7 | i | i | i | i | i | i
Cc1ccc(C)c(NC2=NCC(=O)N2C2CCCCC2)c1 | i | i | i | i | 5 | i | i | i | i | i | i
CCOc1ccc(N2CC(C(=O)Nc3ccccc3F)CC2=O)cc1 (stereo unspecified) | i | i | i | i | 7 | i | i | i | i | i | i
COc1ccc(N2C(=O)C(CN3CCN(C)CC3)C2c2ccccc2)cc1 (stereo unspecified) | i | i | i | i | -30 | i | i | i | i | i | i
COc1ccc(C(=O)NC(=S)N2CCNC(=O)C2)cc1Br | i | i | i | i | -23 | i | i | i | i | i | i
CC1Cc2ccccc2N1C(=S)NC(=O)c1ccco1 (stereo unspecified) | i | i | i | i | -7 | i | i | i | i | i | i
NS(=O)(=O)c1ccc(CCNC(=O)CSc2cccs2)cc1 | i | i | i | i | -4 | i | i | i | i | i | i
CC(=O)c1ccc(N2CCN(C(=O)c3ccc(-c4ccccc4)cc3)CC2)cc1 | i | i | i | i | 2 | i | i | i | i | i | i
COc1ccc(Nc2nc(N)c3ccccc3n2)c(OC)c1 | i | -10* | i | i | 7 | i | i | i | -7* | i | i
CC(C)C(=O)Nc1c2c(nn1-c1ccc(F)cc1)CS(=O)(=O)C2 | i | i | i | i | -3 | i | i | i | i | i | i
CCNC(=O)NCc1c(C)c(C)n(Cc2ccccc2)c1-n1cccc1 | i | i | i | i | -2 | i | i | i | i | i | i
O=C(Nn1cnnc1)c1ccc(F)cc1 | i | i | i | i | -11 | i | i | i | i | i | i
COc1ccc2c(C)cc(SCC(=O)c3ccc4c(c3)OCO4)nc2c1 | i | i | i | i | 8 | i | i | i | i | i | i
O=[N+]([O-])c1ccc(N/N=C2\CC3CC=CC23)cc1 (stereo unspecified) | i | i | i | i | -7 | i | i | i | i | i | 8.1*
Cc1ccc(C(OCC(O)CNC(C)c2ccccc2)c2ccccc2)cc1 (stereo unspecified) | i | i | i | i | 7 | i | i | i | i | i | i
COc1cccc(C2/C(=C(/O)c3cnn(-c4ccccc4)c3C)C(=O)C(=O)N2CCN(C)C)c1 (stereo unspecified) | i | i | i | i | 2 | i | i | i | i | i | i
CCN=C1S/C(=C\c2cc(Cl)c(OC)c(OC)c2)C(=O)N1CC | i | i | i | i | 2 | / | i | i | i | i | i
CN(C)S(=O)(=O)c1cccc(NC(=O)Cn2cnc3ccccc3c2=O)c1 | i | i | i | i | -2 | i | i | i | i | i | i
N#Cc1c(C(F)(F)F)cc(C2CC2)nc1N1CCCC1 | i | i | i | i | 4 | i | i | i | i | i | i
Cc1ccc(NC(=O)c2ccc(NC(=O)c3ccccc3)cc2)cc1C | i | i | i | i | 5 | i | i | i | i | i | i
Oc1ccc(-c2csc(Nc3cccnc3)n2)cc1 | i | i | i | i | -12 | i | i | i | i | i | i
COc1ccc(CN(C(=O)CSc2nnc(-c3ccccc3F)o2)c2ccc(F)cc2)cc1 | i | i | i | i | -1 | i | i | i | i | i | i
Cc1cc(C)n(C(=O)CN2C(=O)COc3ccccc32)n1 | i | i | i | i | -1 | i | i | i | i | i | i
COc1ccc2[nH]cc(CCNC(=S)NC3CCCC3)c2c1 | i | i | i | i | -4 | i | i | i | i | i | i
Cc1cc(C)cc(CC2CC(=O)N(c3cc(C)ccc3C)C2=O)c1 (stereo unspecified) | i | i | i | i | 2 | i | i | i | i | i | i
Clc1ccc(Cn2c(CN3CCCC3)nc3ccccc32)cc1 | i | i | i | i | 2 | / | i | i | i | i | i
CC(C)(C)c1ccc(NC(=O)Nc2ccc(F)cc2)cc1 | i | i | i | i | 8 | i | i | i | i | i | i
COC(=O)c1cc(C)sc1NC(=O)CCCC(=O)O | i | i | i | i | 2 | i | i | i | i | i | i
C=CCn1c(SCc2cc(=O)n3ccsc3n2)nc2sc(C)c(C)c2c1=O | i | i | i | i | 3 | / | i | i | i | i | i
Clc1ccc(C2=Nn3c(nnc3-c3cccnc3)SC2)s1 | i | i | i | i | -7 | i | i | i | i | i | i
O=C(Nc1ccc(C(=O)O)cc1)/C(=C\c1ccccc1)NC(=O)c1ccc(Br)cc1 | i | i | i | i | 11 | i | i | i | i | i | i
Cc1ccccc1OCc1nnc(SC(C)C(=O)O)n1Cc1ccccc1 (stereo unspecified) | i | i | i | i | 1 | i | i | i | i | i | i
CN1CCN(C(c2ccc(F)cc2)c2nnnn2Cc2cccs2)CC1 (stereo unspecified) | i | i | i | i | 3 | i | i | i | i | i | i
Cc1c(C(=O)OCC(=O)N2CCCC2=O)oc2ccccc12 | i | i | i | i | 3 | i | i | i | i | i | i
Cc1cc(C)cc(OCc2nnc(SCC(=O)c3ccc(Br)cc3)o2)c1 | i | i | i | i | 11 | i | i | i | i | i | i
COc1cccc(C(=O)COc2ccc(NC(=O)c3cccs3)cc2)c1 | i | i | i | i | -8 | i | i | i | i | i | i
CSc1nnc2ccc(-c3ccccn3)nn12 | i | i | i | i | -9 | i | i | i | i | i | i
Cc1ccc(SCCc2cc[n+](CC(=O)c3ccccc3)cc2)cc1 | i | i | i | i | 8 | i | i | i | i | i | i
O=C(CNC(=O)c1ccco1)NC1CCCCCC1 | i | i | i | i | 3 | i | i | i | i | i | i
COc1ccc(N2C(=O)C3C4C=CC(C4)C3C2=O)c([N+](=O)[O-])c1 (stereo unspecified) | i | i | i | i | ? | i | i | i | i | i | i
Cc1cc(C2CC(=O)Nc3ccccc3S2)c(C)s1 (stereo unspecified) | i | i | i | i | -6 | i | i | i | i | i | i
Cn1c(=O)c2c(nc3n2CC(CO)O3)n(C)c1=O (stereo unspecified) | i | i | i | i | 1 | i | i | i | i | i | i
S=C(c1ccc(Cl)cc1)N1CCN(Cc2ccccc2)CC1 | i | i | i | i | 4 | i | i | i | i | i | i
COc1ccccc1C(=O)NCCC(=O)N1CCN(C(C)=O)CC1 | i | i | i | i | 0 | i | i | i | i | i | i
Cc1ccc(OCCNC(=O)c2ccc(COc3ccccc3)o2)cc1 | i | i | i | i | -7 | i | i | i | i | i | i
Cc1ccc(S(=O)(=O)N2CCOCC2)cc1NC(=O)Cn1cc(C(F)(F)F)cc(Cl)c1=O | i | i | i | i | 2 | i | i | i | i | i | i
Cc1cc(C)n(CCC(=O)N/N=C/c2ccc(O)cc2)n1 | i | i | i | i | -11 | i | i | i | i | i | i

The results go on.
Compound | ANO1 block | TRPC6 inh | MrgX1 agonist | MrgX1 antag | SKKanGAS inh | TMEM16A act | TRPC4 agonist | TRPC6 activator | TRPC4 inh | TRPC4 potent | MrgX1 allo act
COc1ccc(C(C(=O)NC2CCCC2)N(C(=O)c2ccoc2C)c2ccccc2)cc1 (stereo unspecified) | i | i | i | i | -5 | i | i | i | i | i | i
COc1ccc(N2CCN(C(=O)Cc3ccc(S(=O)(=O)N4CCOCC4)s3)CC2)cc1 | i | i | i | i | 1 | i | i | i | i | i | i
CCN1CCN(Cc2oc(CO)cc(=O)c2O)CC1 | i | i | i | i | -6 | i | i | i | i | i | i
CCOC(=O)C1CCN(S(=O)(=O)c2cc(C(=O)N3CCCCC3)ccc2OC)CC1 | i | i | i | i | -3 | i | i | i | i | i | i
CC(=O)N1CCN(Cc2ccc(Br)s2)CC1 | i | i | i | i | -3 | i | i | i | i | i | i
CN1CCC(N(C)S(=O)(=O)c2ccc(NC(=O)COc3cccc(Cl)c3)cc2)CC1 | i | i | i | i | 8 | i | i | i | i | i | i
CCC(Cc1ccccc1)NC(=O)CCNS(=O)(=O)c1cc(Br)cnc1N (stereo unspecified) | i | i | i | i | 0 | i | i | i | i | i | i
CN(C(=O)c1cccs1)c1ccc(OCC(=O)N2CCC(C(N)=O)CC2)cc1 | i | i | i | i | 0 | i | i | i | i | i | i
CC(Oc1ccccc1)C(=O)N1CCC2(CC1)Oc1ccc(F)cc1C(=O)C21CC(c2cccnc2)=NO1 (stereo unspecified) | i | i | i | i | 19 | i | i | i | i | i | i
CC(C)CC(NC(=O)C1CCC(C)CC1)C(=O)NCc1cccnc1 (stereo unspecified) | i | i | i | i | 10 | i | i | i | i | i | i
CCCn1c(C)cc(C(=O)CSc2nc3nc(C)cc(C)n3n2)c1C | i | i | i | i | -2 | i | i | i | i | i | i
COc1ccccc1Nc1nc(-c2sc(NC(=O)c3ccc([N+](=O)[O-])cc3)nc2C)cs1 | i | i | i | i | 21 | / | i | i | i | i | i
CCN1CCN(CCCCOc2ccccc2F)CC1 | i | i | i | i | -5 | i | i | i | i | i | i

Screening results: PubChem BioAssay, several laboratories

Compounds as they come; any-hit rate near 6.7%.
